aGal spleen mod – alpha-galactosidase A (human) modulation | human spleen homogenate, 4MU-alpha-Gal fluorescence, 40 min | Potency, µM (doses to about 80 µM), for inactives: at the highest dose activity change, negative = inhibition, most hits filed as inhibitors | 240,000 compounds, 0.008% hits | P06280;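 further: 0% = enzyme with vehicle and -100% = no enzyme basal signal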
Target sequence (P06280 32-429 limits assumed): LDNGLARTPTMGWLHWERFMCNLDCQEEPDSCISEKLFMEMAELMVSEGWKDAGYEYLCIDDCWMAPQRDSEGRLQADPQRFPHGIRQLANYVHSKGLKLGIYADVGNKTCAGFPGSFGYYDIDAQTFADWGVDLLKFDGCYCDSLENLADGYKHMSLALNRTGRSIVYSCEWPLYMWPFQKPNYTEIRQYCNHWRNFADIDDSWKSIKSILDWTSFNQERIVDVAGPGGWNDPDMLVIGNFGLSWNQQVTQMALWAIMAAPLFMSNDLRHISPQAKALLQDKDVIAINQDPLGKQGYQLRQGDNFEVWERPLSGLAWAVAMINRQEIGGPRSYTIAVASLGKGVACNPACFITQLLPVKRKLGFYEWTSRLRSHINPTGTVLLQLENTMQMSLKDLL
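Inhibition or activation of alpha-galactosidase in human spleen homogenate is scored by 4-MU fluorescence after 40 min at 37C, pH 5.0, with 1 mM substrate. AC50s come from concentration-response fitted to the Hill equation.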
TRb-SRC2 inh – inhibitors of human thyroid hormone receptor beta-SRC2 interaction. P10828. TRbeta-SRC2 peptide binding, fluorescence polarization; receptor liganded with 1 µM T3. Potency, µM (series often up to 106 µM), inactives show at the top dose activity change, negative = inhibition, actives largely listed as inhibitors. 280,000 compounds, 0.065% hits;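 further: plate controls were bound peptide for no effect and peptide without receptor for full effect; nearly all actives have a fitted effect of over 50% in size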
Target sequence (P10828 whole entry, looked up): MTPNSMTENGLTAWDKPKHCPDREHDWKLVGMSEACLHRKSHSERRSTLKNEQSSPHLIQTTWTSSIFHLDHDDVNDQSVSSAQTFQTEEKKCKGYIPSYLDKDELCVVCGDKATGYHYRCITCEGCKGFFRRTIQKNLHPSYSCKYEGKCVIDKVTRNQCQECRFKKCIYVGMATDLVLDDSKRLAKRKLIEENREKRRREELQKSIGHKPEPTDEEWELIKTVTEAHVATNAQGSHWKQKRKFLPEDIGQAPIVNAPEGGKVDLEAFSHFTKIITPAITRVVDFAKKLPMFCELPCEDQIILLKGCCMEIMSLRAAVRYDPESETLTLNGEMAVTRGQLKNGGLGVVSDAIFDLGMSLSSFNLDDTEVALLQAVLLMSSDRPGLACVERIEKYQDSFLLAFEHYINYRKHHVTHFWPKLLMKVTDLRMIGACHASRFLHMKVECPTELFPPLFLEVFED
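Fluorescence polarization of 20 nM Texas Red SRC2 peptide (20-aa NR interaction domain) bound to 0.6 uM human TRb ligand-binding domain, with 1 uM T3, after 5 hr at ambient temperature; inhibition seen as decreased polarization.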
Tau fibril FP – tau fibrillization inhibition (FP). K18 P301L tau heparin fibrillization, Alexa594 FP, 6 h. Potency, µM (highest dose often 57.7 µM), for inactives: at the top dose activity, negative = inhibition, actives largely listed as inhibitors. 280,000 compounds, 0.39% hits. P10636. AID 1468; further: nearly all actives have a fitted effect of over 55% in size
Target sequence (P10636 561-689 P618L limits assumed): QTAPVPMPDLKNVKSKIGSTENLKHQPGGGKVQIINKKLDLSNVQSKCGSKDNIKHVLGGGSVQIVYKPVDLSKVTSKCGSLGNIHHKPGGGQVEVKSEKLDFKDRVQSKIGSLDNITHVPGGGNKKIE
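K18 P301L tau (15 uM unlabeled/0.24 uM Alexa 594-labeled, final) + compound + heparin 20 uM final; 100 mM NaOAc pH 7; 6 hr 37 C; ThT 30 uM final added, 1 hr RT; FP ex 555/em 632 nm.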
Tau fluor counter – counter-screen for tau fibril formation inhibitors; tau K18 P301L Alexa594 fluorescence, heparin fibrillization; Potency, µM (doses to about 57.7 µM), inactives show at the highest dose activity change, negative = decrease; 280,000 compounds, 0.93% hits; further: nearly all actives have a fitted effect of over 55% in size
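Human tau K18 P301L (15 uM unlabeled, 0.24 uM Alexa 594-labeled) in 100 mM sodium acetate pH 7 with 20 uM heparin, 6 hr at 37 C. ThT 30 uM added, 1 hr ambient; Alexa 594 FP and total fluorescence read at 555/632 nm.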
TexasRed fluor – counter-screen for TRb-SRC2 inhibitors: fluorescence interference. TRb/SRC2 Texas Red total fluorescence interference. Potency, µM (highest dose often 106 µM), without a hit: at the top dose fluorescence change, negative = quenching. 280,000 compounds, 0.29% hits; active means well fitted curve in either direction with a large enough effect; inconclusive means small, poorly fitted or top-dose-only effect
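Human TRb ligand-binding domain at 0.6 uM with 20 nM Texas Red SRC2 peptide in Tris buffer containing 1 uM T3 and 5% DMSO, incubated with compound 5 h at ambient temperature. Total fluorescence (555/632 nm) calculated as parallel + 2 × perpendicular.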
L3MBTL1 inh – inhibitors of human L3MBTL1. Q9Y468. AlphaScreen L3MBTL1–H3K9me1 peptide binding. Potency, µM (doses to about 57.1 µM), for the others: top-dose activity, negative = inhibition, most hits filed as inhibitors. 230,000 compounds, 0.66% hits. AID 485360; further: nearly all actives have a fitted effect of over 60% in size
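L3MBTL1 (50 nM) pre-complexed 30 min with biotinylated H3(1-15)K9me1 peptide (75 nM), then compounds added for 30 min at room temperature; AlphaScreen streptavidin donor/nickel chelate acceptor beads (10 ug/mL final) read after 30 min dark incubation.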
Tau ThT inhib – inhibitors of human tau fibril formation, thioflavin T binding; Potency, µM (series often up to 57.4 µM), for inactives: at the highest dose activity, negative = inhibition, actives largely listed as inhibitors; 270,000 compounds, 2.1% hits; recombinant tau K18 P301L (four-repeat tau fragment), heparin-induced fibrillization, ThT fluorescence; further: nearly all actives have a fitted effect of over 55% in size
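K18 P301L tau (15 uM + 0.24 uM Alexa 594-tagged), heparin 20 uM, NaOAc pH 7, 6 h 37 C; ThT 30 uM, 1 h RT, ex 450/em 510 nm.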
ALDH1A1 inh – inhibitors of human aldehyde dehydrogenase 1A1; Purified ALDH1A1, NADH fluorescence, propionaldehyde substrate; Potency, µM (highest dose often 75.3 µM), for inactives: at the top dose activity, negative = inhibition, hits mostly inhibitors; 220,000 compounds, 7.3% hits; active means well fitted inhibition curve with a large enough effect, not every such curve was filed as active; inconclusive means small, poorly fitted or top-dose-only effect, or another doubt; inactive means no such curve, though single readings can be large or run the other way;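 further: plate controls were no enzyme wells and a reference inhibitor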
* = called active by the depositor; ? = inconclusive; / = not tested or not shown; [ ] = remark or other dose. Unless noted, the call rests on the fitted dose curve; in most records, active means well fitted curve in the direction sought with a large enough effect; inconclusive means small, poorly fitted or top-dose-only effect, or another doubt; inactive means no such curve, though single readings can be large; an effect the other way counts as inactive or inconclusive. Unless noted, on the % scale 0 is the no-effect control and ±100 the full control effect; potency means the concentration at half of the fitted maximal effect.

Letters – A = aGal spleen mod; B = TRb-SRC2 inh; C = Tau fibril FP; D = Tau fluor counter; E = TexasRed fluor; F = L3MBTL1 inh; G = Tau ThT inhib; H = ALDH1A1 inh
1: CCOC(=O)Cc1csc(NC(=O)CSc2nc3cccnc3n2CC)n1
  A: 7%; B: 4%; C: -7%; D: -7%; E: -4%; F: -1%; G: -16%; H: -6%

2: OCCN(CCO)CC(O)Cn1c2ccccc2c2ccccc21 (stereo not given)
  A: 8%; B: 1%; C: -2%; D: -3%; E: -6%; F: -1%; G: 7%; H: -2%

3: Cc1oc(-c2ccccc2Cl)nc1CSCC(=O)N1CCCC1
  A: 3%; B: -6%; C: 3%; D: -8%; E: -8%; F: -2%; G: -7%; H: ?

4: COC(=O)c1ccccc1NC(=O)C1CCCN(c2ncnc3onc(C)c23)C1 (stereo not given)
  A: /; B: 4%; C: -3%; D: 8%; E: -2%; F: /; G: 5%; H: /

5: CCCCCn1c(=O)c2c(nc3n2CCN3c2ccc(Br)cc2)n(C)c1=O
  A: /; B: 4%; C: 5%; D: -6%; E: 5%; F: /; G: 0%; H: /

6: COCCN1C(=O)/C(=C/c2ccc(Oc3ccc([N+](=O)[O-])cn3)c(OC)c2)SC1=Nc1ccccc1
  A: 7%; B: -4%; C: 1%; D: -7%; E: -3%; F: 3%; G: -12%; H: 0.4µM*

7: CCN(CC(=O)Nc1cccc(C(C)=O)c1)S(=O)(=O)c1ccccc1
  A: -11%; B: -6%; C: 3%; D: -8%; E: -3%; F: 9%; G: -9%; H: ?

8: CCCCCC1=C2CNC(CC(C)C)(C(=O)OC)C=C2C(C)C1=O (stereo not given)
  A: 2%; B: 6%; C: 2%; D: -21%; E: -2%; F: /; G: ?; H: ?

9: COc1ccc(C(=O)/C=C/c2ccc(OC)cc2OC)c(O)c1
  A: 9%; B: 10%; C: -5%; D: -30%; E: -5%; F: -14%; G: 18µM*; H: -14%

10: O=C(NNC(=S)Nc1ccccc1C(F)(F)F)c1cccnc1
  A: -2%; B: 1%; C: -1%; D: -8%; E: -2%; F: 0%[11.4 µM]; G: -11%; H: ?

11: O=C(Nc1ccc(Cl)cc1)Nc1ccc(C(=O)N2CCOCC2)cc1
  A: 0%; B: 9%; C: -6%; D: -11%; E: 0%; F: -2%; G: 6%; H: /

12: CSc1ccccc1NC(=O)CCS(=O)(=O)c1nc(-c2ccc3c(c2)OCO3)cc(C(F)(F)F)n1
  A: /; B: 2%; C: -1%; D: -15%; E: -5%; F: /; G: -8%; H: /

13: COc1cccc2c1cc1c(=O)n(CC(=O)NCCCN3CCN(C)CC3)nc(C)n12
  A: /; B: 2%; C: 0%; D: 4%; E: -6%; F: /; G: 1%; H: /

14: Oc1ccc(/C=N/NC(=S)NCC2CCCO2)cc1 (stereo not given)
  A: -1%; B: -4%; C: -3%; D: -9%; E: -2%; F: /; G: -13%; H: -4%

15: Cc1noc(C)c1COc1ccc(C(=O)OCC(=O)N2CC(=O)Nc3ccccc32)cc1
  A: 0%; B: -16%; C: 2%; D: -11%; E: 0%; F: 36%[activator]; G: -6%; H: ?

16: Cc1ccccc1OCCC(=O)Nc1ccc(Cl)cc1F
  A: 5%; B: -4%; C: -2%; D: -15%; E: -1%; F: 15%; G: -6%; H: -3%

17: CCC(=O)c1cccc2c1N=CC1=C(CC(C)(C)CC1=O)N2
  A: -2%; B: 6%; C: 7%; D: -3%; E: -4%; F: /; G: 2%; H: ?

18: CC(Nn1cnnc1)c1cc(Cl)ccc1O (stereo not given)
  A: 4%; B: 9%; C: 6%; D: -3%; E: -4%; F: 4%; G: -7%; H: 0%

19: CC(=O)c1ccc(NC(=O)CSCC(=O)Nc2ccc3ccccc3c2)cc1
  A: 1%; B: -8%; C: ?; D: ?; E: -3%; F: /; G: ?; H: ?

20: COc1cc(C(=S)N2CCCCC2)ccc1O
  A: 11%; B: -7%; C: -13%; D: -17%; E: -7%; F: /; G: -23%; H: ?

21: Brc1ccc(-c2nnc3sc(CNCc4ccc5c(c4)OCO5)cn23)cc1
  A: -8%; B: -16%; C: 2%; D: 1%; E: 0%; F: 2%; G: ?; H: 1%

22: Cc1nc(S(=O)(=O)Cc2ccccc2Cl)nc2c1CCC2
  A: -3%; B: 4%; C: 4%; D: -7%; E: 0%; F: -28%; G: -5%; H: -6%

23: CCCCN(CC)C(=O)Cn1c(=O)sc2ccccc21
  A: -2%; B: 0%; C: -6%; D: -8%; E: -1%; F: /; G: -11%; H: 3%

24: Cc1ccc(C(CC(=O)N2CCOCC2)c2ccco2)cc1 (stereo not given)
  A: 9%; B: 4%; C: -4%; D: 4%; E: 2%; F: 0%; G: -11%; H: ?

25: Cn1c(SCC(=O)Nc2ccc(F)cc2)nnc1-c1cccnc1
  A: 2%; B: 6%; C: -9%; D: -5%; E: -1%; F: ?; G: 2%; H: -1%

The last 4 records of the part before open the next one.
Letters – A = aGal spleen mod; B = TRb-SRC2 inh; C = Tau fibril FP; D = Tau fluor counter; E = TexasRed fluor; F = L3MBTL1 inh; G = Tau ThT inhib; H = ALDH1A1 inh
22: Cc1nc(S(=O)(=O)Cc2ccccc2Cl)nc2c1CCC2
  A: -3%; B: 4%; C: 4%; D: -7%; E: 0%; F: -28%; G: -5%; H: -6%

23: CCCCN(CC)C(=O)Cn1c(=O)sc2ccccc21
  A: -2%; B: 0%; C: -6%; D: -8%; E: -1%; F: /; G: -11%; H: 3%

24: Cc1ccc(C(CC(=O)N2CCOCC2)c2ccco2)cc1 (stereo not given)
  A: 9%; B: 4%; C: -4%; D: 4%; E: 2%; F: 0%; G: -11%; H: ?

25: Cn1c(SCC(=O)Nc2ccc(F)cc2)nnc1-c1cccnc1
  A: 2%; B: 6%; C: -9%; D: -5%; E: -1%; F: ?; G: 2%; H: -1%

26: Cc1cc(NC(=O)C2CCN(S(=O)(=O)c3cccc4nsnc34)CC2)ccc1Br
  A: /; B: -5%; C: ?; D: -26%; E: -1%; F: /; G: 5%; H: /

27: Cc1nc2ccc(NC(=O)Cn3cnc4c3c(=O)n(C)c(=O)n4C)cc2s1
  A: -3%; B: 4%; C: 6%; D: 1%; E: 2%; F: 14%; G: -14%; H: -2%

28: Cc1ccc(Sc2nc([N+](=O)[O-])nn2C)cc1
  A: -7%; B: -11%; C: -3%; D: -10%; E: 0%; F: 17%; G: -6%; H: 17%

29: O=C(NC1CCCCC1)/C(=N\O)c1ccccn1
  A: 2%; B: 7%; C: -1%; D: -1%; E: 1%; F: -2%; G: -3%; H: 5%

30: CN(C(=O)COc1cc(C(F)(F)F)nn1C)c1ccccc1
  A: 1%; B: -4%; C: -1%; D: 12%; E: -4%; F: 0%; G: 10%; H: ?

31: Cc1ccc(Nc2c(-c3ccc(Cl)cc3)nc3sccn23)c(C)c1
  A: /; B: 4%; C: ?; D: ?; E: 2%; F: /; G: 4%; H: /

32: O=C(CNC(=O)c1ccccc1)OCc1nc2ccccc2s1
  A: -20%; B: 4%; C: 8%; D: -5%; E: -3%; F: -2%; G: -12%; H: 5%

33: CCOC(=O)C1(Cc2ccccc2C(F)(F)F)CCN(C2CCN(C(C)C)CC2)CC1
  A: -1%; B: 5%; C: 3%; D: -4%; E: -5%; F: 38%[activator]; G: -2%; H: 1%

34: Cc1sc2ncn(CC(=O)Nc3c(F)cccc3F)c(=O)c2c1S(=O)(=O)N1CCC(C)CC1
  A: 0%; B: 4%; C: 1%; D: -6%; E: -2%; F: /; G: 7%; H: 0%

35: O=C1c2c(O)cc(O)cc2O[C@@]12c1c(cc(O)c3c1O[C@H](c1ccc(O)cc1)[C@@H](O)C3)O[C@@H]2c1ccc(O)cc1
  A: -5%; B: 12%; C: 3%; D: ?; E: -5%; F: -11%; G: ?; H: -3%

36: Cc1cccc(/C(N)=N/OC(=O)N2CCOCC2)c1
  A: 8%; B: -4%; C: ?; D: 0%; E: -7%; F: 4%; G: -13%; H: 2%

37: Cc1ccccc1CNC(=O)CN1CCSc2ccccc21
  A: /; B: 2%; C: 11%; D: -17%; E: -7%; F: /; G: -7%; H: /

38: COC(=O)c1ccc(CSc2nc3c(c(=O)n2-c2ccccc2)SCC3)o1
  A: -1%; B: -4%; C: 4%; D: -8%; E: 1%; F: -18%; G: -2%; H: ?

39: COc1ccc2nc(-c3ccco3)c(-c3ccco3)nc2c1
  A: -1%; B: 3%; C: ?; D: 7.9µM*[quencher]; E: ?; F: /; G: 4.5µM*; H: ?

40: O=C(c1cccs1)N1CCc2ccccc2C1
  A: 5%; B: 1%; C: -14%; D: -5%; E: -3%; F: 2%; G: -5%; H: 2%

41: CC(=O)Nc1ccccc1/C=C/c1ccc2c(C)ccc(O)c2n1
  A: 5%; B: 3%; C: 0%; D: ?; E: -6%; F: 4%; G: ?; H: -1%

42: Cc1c(Cl)cccc1NC(=O)c1ccc2nc(C(C)C)oc2c1
  A: /; B: 7%; C: -2%; D: -7%; E: 1%; F: /; G: ?; H: /

43: NS(=O)(=O)c1ccc(Nc2ccccc2)c([N+](=O)[O-])c1
  A: -7%; B: -2%; C: 2%; D: -10%; E: 0%; F: -8%; G: ?; H: -7%

44: CC(C)Oc1ccc(CNS(=O)(=O)c2csc(C(N)=O)c2)cc1
  A: /; B: 0%; C: -13%; D: -10%; E: 0%; F: /; G: -6%; H: /

Some entries already given, reduced to TexasRed fluor and L3MBTL1 inh.
item	mol	TexasRed fluor	L3MBTL1 inh
12	CSc1ccccc1NC(=O)CCS(=O)(=O)c1nc(-c2ccc3c(c2)OCO3)cc(C(F)(F)F)n1	-5%	/
13	COc1cccc2c1cc1c(=O)n(CC(=O)NCCCN3CCN(C)CC3)nc(C)n12	-6%	/
14	Oc1ccc(/C=N/NC(=S)NCC2CCCO2)cc1 (stereo not given)	-2%	/
15	Cc1noc(C)c1COc1ccc(C(=O)OCC(=O)N2CC(=O)Nc3ccccc32)cc1	0%	36%[activator]
16	Cc1ccccc1OCCC(=O)Nc1ccc(Cl)cc1F	-1%	15%
17	CCC(=O)c1cccc2c1N=CC1=C(CC(C)(C)CC1=O)N2	-4%	/
